LYP inhibition: PTPN22 lymphoid phosphatase activity blockers – biochemical, fluorescence intensity, uHTS (AID 1779). 0.054% of 290,000 active. inhibition, % at 11.5 µM; hits with a dose series show IC50 in µM. recombinant LYP phosphatase, fluorescence intensity; higher % means a stronger effect;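 also: plate controls were vehicle with enzyme for no effect and no enzyme for full effect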
Hep lipid drop: modulators of hepatic lipid droplet formation; AML12 mouse hepatocytes, oleate lipid droplets, BODIPY imaging; inhibition, % at 6.5 µM; 0.4% of 240,000 active; AID 1656;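 active = lipid droplet intensity inhibited by at least 50%, with more than 500 cells counted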
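Material – mouse AML12 hepatocyte cell line, fixed after treatment · Compound dosing – one dose, 6.5 µM compound · Times – compound with oleate, overnight · Measured by – Image-based BODIPY and DAPI two-channel analysis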
ER stress rescue: rescue of cells from ER stress-induced death, primary screen, 384-well, CSM14.1, thapsigargin, ATP luminescence (AID 1222); cellular ATP content (survival), % at 20 µM, or EC50 in µM where a hit was titrated; 190,000 tested, under 10 active; CSM14.1 thapsigargin-induced death rescue, ATP luminescence; higher % means a stronger effect;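 active = EC50 below 50 µM in the dose-response confirmation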;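 also: death triggered by thapsigargin at about 15 µM added after 2 h compound pretreatment; cell ATP read after overnight thapsigargin exposure of roughly 18 to 22 hours; normalized against plate controls of thapsigargin alone and 5% DMSO vehicle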
SIAH1 antagonists: blockers of Siah-1 interaction with plectin peptide – biochemical, fluorescence polarization, rhodamine-plectin, uHTS, primary screen (AID 1817). Siah-1 / rhodamine-plectin peptide fluorescence polarization; higher % means a stronger effect. displacement, % at 20 µM; hits with a dose series show IC50 in µM. 0.02% of 290,000 active;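 active = displacement of at least 50% at 20 µM, with a fluorescence ratio check between 0.3 and a set limit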;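 also: plate controls were Siah plus tracer with DMSO for no effect and tracer alone without Siah for full effect; strong numbers were not always called active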
XIAP antagonists: small molecules displacing peptide from XIAP – biochemical, IAP family, fluorescence polarization (AID 1018). XIAP BIR domain, fluorescence polarization peptide displacement; higher % means a stronger effect. 0.007% of 200,000 active. displacement, % at 20 µM; hits with a dose series show IC50 in µM; in the data active = displacement above about 50%; also: a part of the inactive calls stands beside numbers as strong as those of hits
NOD2 inhibition: NOD2 signaling inhibitors, cell-based, luminescence, uHTS, HEK293 (AID 1566). HEK293 NOD2/NF-kB luciferase reporter, luminescence; higher % means a stronger effect. inhibition, % at 4 µM; hits with a dose series show EC50 in µM. 0.63% of 290,000 active; also: many of its hits are not listed in these tables
AID2073: inhibitors of Mint1-CaV2.2 protein interaction, biochemical, HTRF (AID 2073); HTRF protein-protein interaction, Mint1-CaV2.2; higher % means a stronger effect; inhibition, % at 20 µM, or IC50 in µM where a hit was titrated; 0.19% of 290,000 active; in the data active = inhibition mostly above about 51%, no sharp cut-off; also: some results filed as inactive read as strong as hits
P. falciparum M1AAP: P. falciparum M1AAP inhibitors, biochemical, fluorogenic H-Leu-NHMec substrate, 1536-well (AID 1445) | recombinant M1AAP, H-Leu-NHMec fluorogenic kinetic assay; higher % means a stronger effect | 0.42% of 220,000 active | inhibition, % at 30 µM; hits with a dose series show IC50 in µM;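 active = primary inhibition above the hit cutoff, then over 50% inhibition at one or more dose response concentrations, cut at about 23% in these data, passing the limit was not always enough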;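 also: plate controls were DMSO full reaction for no effect and no enzyme background for full effect; strong numbers were not always called active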
P. falciparum M17LAP: P. falciparum M17LAP inhibitors, primary screen, biochemical, fluorogenic H-Leu-NHMec substrate, 1536-well (AID 1619); 0.38% of 220,000 active; recombinant M17LAP, H-Leu-NHMec fluorogenic kinetic assay; higher % means a stronger effect; inhibition, % at 30 µM; hits with a dose series show IC50 in µM;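 active = compound inhibiting the enzyme by more than half at any dose during confirmatory dose-response retesting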;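 also: plate controls were full reaction with DMSO carrier for no effect and no enzyme background for full effect; strong numbers were not always called active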
Hep lipid drop cells 6.5 µM: recorded beside Hep lipid drop, whose call it bears; cell count; measured here: cell count, cytotoxicity flag;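 cells counted across two imaged fields per well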
The depositor's hits bear a star; nt = not tested or not shown. Rule as the data show it, unless noted: active = inhibition above about 50%; inactive = the rest. An excerpt (hit frequency here may not be typical).

compound	LYP inhibition	P. falciparum M1AAP	Hep lipid drop	XIAP antagonists	AID2073	ER stress rescue	NOD2 inhibition	SIAH1 antagonists	P. falciparum M17LAP	Hep lipid drop cells 6.5 µM
OC(CN1CCN(c2ccccc2)CC1)c1ccc2c(c1)CCN2 (stereo unspecified)	-4%	0%	2	-5.9%	2%	nt	-22%	-8%	4%	486
Nc1ccc(S(=O)(=O)N2CCCC2C(=O)O)cc1 (stereo unspecified)	-5%	1%	-19	nt	-2%	nt	-15%	-1%	-1%	742
C=C(C)CSc1nc2ncc(Cl)cc2[nH]1	-6%	-1%	0	-6.2%	-3%	-1.8%	-11%	2%	2%	817
CC(=O)Nc1ccc(NC(=O)c2cc(-n3cnnc3)ccc2Cl)cc1	-4%	-3%	nt	-4.6%	3%	-0.8%	17%	2%	-4%	nt
O=C(NC1CCCCC1)C(c1ccco1)N(Cc1cccnc1)C(=O)C1COc2ccccc2O1 (stereo unspecified)	-4%	5%	-9	-4.0%	2%	-1.9%	-5%	-1%	5%	691
CCO[C@@H]1OC(C(=O)N2CCN(Cc3ccccc3)CC2)=C[C@H](c2coc3ccccc3c2=O)[C@H]1CCCO	-9%	-6%	10	-5.5%	-2%	8.2%	10%	-6%	-2%	683
O=C(N/N=C/c1ccccc1)c1ccc(NC(=O)c2ccc(F)cc2)cc1	-4%	nt	-1	nt	-8%	nt	-2%	4%	nt	823
CCOC(=O)c1ccccc1NC(=O)c1cccc(F)c1	-2%	-2%	8	-2.5%	-2%	-4.8%	8%	1%	11%	748
Cc1nn(CC(=O)NC(C)C)c(C)c1[N+](=O)[O-]	-2%	-3%	0	-3.2%	1%	-0.8%	-6%	2%	-9%	614
CC1CCCN(CC(O)COCC2COc3ccccc3O2)C1 (stereo unspecified)	-11%	2%	nt	-5.5%	-7%	2.1%	15%	-4%	6%	nt
O=C(Nc1ccc(NC(=O)c2ccc([N+](=O)[O-])o2)cc1Cl)c1ccco1	1%	nt	-22	nt	8%	nt	-1%	8%	nt	719
NC(=O)C1CCN(C(=O)CCc2ccsc2)CC1	3%	nt	1	nt	9%	nt	-3%	3%	nt	778
O=C(CSc1nc(-c2ccc(Cl)cc2)cs1)Nc1cccc([N+](=O)[O-])c1	-2%	0%	34	-6.3%	2%	-1.3%	-19%	-11%	3%	718
CCOC(=O)c1ccccc1NC(=O)COC(=O)CCC(=O)N1CCOCC1	-7%	nt	-10	nt	12%	nt	4%	-3%	nt	750
NS(=O)(=O)c1ccc(CCNC(=O)CNC(=O)Cc2ccccc2)cc1	-6%	nt	0	nt	-11%	nt	-4%	0%	nt	797
COc1cccc(N2CC(C(=O)Nc3nnc(SCC(=O)NCc4ccco4)s3)CC2=O)c1 (stereo unspecified)	-8%	nt	3	nt	14%	nt	4%	12%	nt	812
Cc1ccc(-n2nc(C)c3c(C)c(CCC(=O)NCc4ccccc4)c(C)nc32)cc1	-5%	0%	nt	-3.9%	12%	5.4%	21%	1%	-15%	nt
O=C1C(=O)N(CCN2CCOCC2)C(c2ccc(Cl)cc2)/C1=C(/O)c1ccc(S(=O)(=O)N2CCOCC2)cc1 (stereo unspecified)	-4%	nt	-8	nt	8%	nt	-12%	-3%	nt	777
CCNC(=S)N/N=C/c1ccco1	-4%	5%	-9	-0.3%	6%	1.3%	-58%	0%	3%	819
O=C(COC(=O)c1ccc(Cl)c(S(=O)(=O)N2CCCCC2)c1)NCc1ccco1	-3%	5%	-8	-1.2%	44%	5.5%	6%	37%	0%	696
O=C(O)CC(C(=O)O)c1cn(Cc2ccccc2)c2ccccc12 (stereo unspecified)	-4%	1%	nt	-3.1%	4%	1.8%	7%	3%	23%	nt
Cc1cccc(N2CC(C(=O)Nc3nnc(SCCC4OCCO4)s3)CC2=O)c1 (stereo unspecified)	-2%	nt	11	nt	31%	nt	-5%	28%	nt	835
O=C(COC(=O)[C@H](Cc1ccccc1)NC(=O)c1cccs1)Nc1cc(F)ccc1F	1%	10%	29	-3.5%	-3%	-6.5%	3%	4%	-11%	711
O=Cc1cccn1-c1cccc([N+](=O)[O-])c1	-4%	13%	-8	-9.1%	14%	-0.4%	-8%	-1%	18%	594
S=C(NCc1ccccc1)NC1CCCc2ccccc21 (stereo unspecified)	0%	2%	5	0.8%	-3%	-0.6%	14%	5%	4%	659
O=C1C2CCCN2C(=S)N1Cc1ccccc1 (stereo unspecified)	-1%	1%	10	-4.3%	-10%	-2.3%	5%	11%	-12%	682
O=C(COc1ccc([N+](=O)[O-])cc1)NNC(=O)c1cccs1	-4%	8%	13	-3.2%	8%	1.8%	8%	-1%	0%	732
Cc1ccccc1NC(=O)C1CC(=O)N(c2ccc3c4c(cccc24)CC3)C1 (stereo unspecified)	-6%	4%	nt	-1.8%	5%	-0.6%	-7%	-2%	-2%	nt
COC(=O)CNC(=O)c1cc(-c2ccncc2)nc2c(C)c(Cl)ccc12	-6%	0%	nt	-6.0%	4%	-0.4%	3%	2%	2%	nt
CN(CC(=O)NCc1ccccc1)Cc1ccc(Cl)cc1	4%	nt	-29	nt	0%	nt	-21%	1%	nt	835
O=C(CSCc1cccc(Cl)c1)N/N=C/c1ccc(OCC(=O)N2CCCCC2)cc1	3%	2%	nt	-3.6%	35%	1.8%	27%	1%	-3%	nt
Cc1c(C(c2ccc([N+](=O)[O-])cc2)c2c(C)n(C)n(-c3ccccc3)c2=O)c(=O)n(-c2ccccc2)n1C	-8%	1%	nt	-3.9%	-2%	-0.9%	4%	-2%	10%	nt
Cn1c(=O)[nH]c(=O)c2c1nc(NCCCO)n2CCOc1ccccc1	-7%	-1%	9	-8.8%	7%	2.1%	16%	4%	1%	707
Cc1ccc(Nc2nc(CSc3nnc(-c4ccc(F)cc4)n3C)cs2)cc1	-8%	2%	-39	-4.4%	4%	-3.4%	-48%	-1%	-3%	730
O=C(c1ccco1)N(Cc1cccc(F)c1)C1CCS(=O)(=O)C1 (stereo unspecified)	-10%	nt	24	nt	8%	nt	5%	1%	nt	808
COc1ccc(N(CC(=O)O)S(=O)(=O)c2c(C)n[nH]c2C)cc1	-9%	10%	0	-2.6%	-4%	-1.1%	-4%	-1%	19%	832
COc1ccc2c(c1OC)C(=O)N1C2SC(C)(C)[C@H]1C(=O)NC1CCCC1 (stereo partly specified)	-5%	nt	3	nt	-8%	nt	10%	1%	nt	795
CCC(C)[C@H](NC(=O)NCCC1=CCCCC1)C(=O)OC (stereo partly specified)	-4%	3%	23	nt	10%	nt	12%	0%	5%	724
CCOC(=O)CNC(=O)CN1C(=O)CC(c2ccccc2)S(=O)(=O)c2ccccc21 (stereo unspecified)	-8%	-5%	-9	-7.0%	16%	-0.6%	6%	-5%	-1%	649
Cc1nn(-c2ccccc2)c(N2CCCC2)c1/C=N/NC(=S)Nc1cc(C(F)(F)F)ccc1Cl	2%	2%	-22	-1.9%	11%	4.4%	19%	4%	1%	635
Cc1snc(SCc2c(F)cccc2Cl)c1C#N	-9%	nt	-12	nt	-2%	nt	-4%	-2%	nt	686
O=S(=O)(Cc1c(F)cccc1Cl)c1ncn[nH]1	-7%	6%	-17	-3.3%	5%	-0.3%	14%	1%	7%	626
C[C@H](NC(=O)[C@@H]1CSC2c3ccccc3C(=O)N21)C(=O)NCCc1ccccc1 (stereo partly specified)	-6%	nt	0	nt	-1%	nt	-1%	3%	nt	745
COc1ccc(CCNC(=O)CCCn2c(=O)c3cccn3c3cccnc32)c(OC)c1OC	-5%	nt	-35	nt	8%	nt	22%	-6%	nt	645
CN(C)C(=O)Cn1c(SCC(=O)N2CCCc3ccccc32)nc2ccccc21	-5%	18%	nt	-1.9%	12%	-0.7%	-3%	3%	3%	nt
CCOC(=O)C1CCN(c2cc3c(cc2NC(=O)c2ccccc2)n(C)c(=O)n3C)CC1	-9%	nt	19	nt	20%	nt	40%	-4%	nt	767
COc1cccc(NC(=O)Cc2c(C(=O)O)[nH]c3ccccc23)c1	-8%	11%	nt	-3.2%	-1%	3.0%	-13%	2%	19%	nt
Cc1ccc(-n2nnnc2SCC(=O)Nc2ccc3c(c2)COC3=O)cc1C	-1%	-1%	12	-7.4%	50%	nt	-5%	23%	4%	600
O=C(NCCCN1CCOCC1)C(=O)NCCc1ccccc1	-6%	-1%	14	-4.1%	-8%	-1.7%	4%	3%	7%	727
c1ccc(CNc2c3c(nc4ncnn24)CCC3)cc1	4%	-12%	8	nt	8%	nt	11%	2%	2%	642

Single records (already shown). Screens in order: LYP inhibition | P. falciparum M1AAP | Hep lipid drop | XIAP antagonists | AID2073 | ER stress rescue | NOD2 inhibition | SIAH1 antagonists | P. falciparum M17LAP | Hep lipid drop cells 6.5 µM
`Cc1snc(SCc2c(F)cccc2Cl)c1C#N` in the list: -9% | nt | -12 | nt | -2% | nt | -4% | -2% | nt | 686
`CN(C)C(=O)Cn1c(SCC(=O)N2CCCc3ccccc32)nc2ccccc21` in the list: -5% | 18% | nt | -1.9% | 12% | -0.7% | -3% | 3% | 3% | nt
`C[C@H](NC(=O)[C@@H]1CSC2c3ccccc3C(=O)N21)C(=O)NCCc1ccccc1` (stereo partly specified) in the list: -6% | nt | 0 | nt | -1% | nt | -1% | 3% | nt | 745

(continued)
compound	LYP inhibition	P. falciparum M1AAP	Hep lipid drop	XIAP antagonists	AID2073	ER stress rescue	NOD2 inhibition	SIAH1 antagonists	P. falciparum M17LAP	Hep lipid drop cells 6.5 µM
Cc1cc(C)cc(N(CCC#N)C(=O)CN2C(=O)NC3(CCCC3)C2=O)c1	-6%	nt	0	nt	3%	nt	3%	-5%	nt	839
CCn1cc(C(=O)N2CCCC2)c(=O)c2cc(S(=O)(=O)N3CCOCC3)ccc21	0%	7%	-7	-1.9%	2%	-3.7%	14%	1%	-1%	545
Cc1ccc(Cl)cc1NC(=O)COC(=O)Cn1cnc2c1c(=O)n(C)c(=O)n2C	1%	6%	-8	-5.7%	7%	-1.0%	-2%	0%	5%	699
O=C(Cn1c(-c2cscn2)nc2ccccc21)Nc1cc(F)ccc1F	-12%	-2%	nt	-2.0%	-1%	-1.6%	-17%	2%	11%	nt
CCOC(=O)CC(=O)CSc1nc(-c2cccnc2)cc(C)c1C#N	-4%	1%	nt	-4.3%	21%	0.8%	2%	0%	-10%	nt
Cc1nn(CCC(=O)N2CCN(S(=O)(=O)c3ccccc3)CC2)c(C)c1C	-8%	nt	15	nt	6%	nt	-2%	1%	nt	746
CNC(=O)N(O)C1N(/N=C/c2ccccc2O)C(=S)SC1(C)C (stereo unspecified)	-5%	3%	10	nt	-5%	nt	-14%	1%	12%	750
COc1ccc(CNC(=O)CCNS(=O)(=O)c2cccc3nsnc23)cc1	-6%	1%	-12	-2.4%	6%	-15%	21%	-3%	1%	717

Screens as filed in PubChem.
